HCMV antiviral: human cytomegalovirus inhibition; HFF cells, HCMV-luciferase reporter, 72 h; active compounds read low; activity change, negative = inhibition, % at 57.5 µM; 410,000 tested, 4.5% active; AID 1259415; in the data active means activity change below about -60%; inconclusive means no clear call, values can overlap the other calls; inactive means above about -39%; further: on the % scale 0 is the no-effect control and ±100 the full control effect
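Cell-based, HFFs, 1000 cells/well, 16 h 37C; cpds in DMSO + HCMV-luc, MOI 1 PFU/cell; 72 h 37C; OneGlo luminescence after 5 min RT; norm. to buffer vs Salinomycin 10uM.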
AmpC inh no detg: AmpC beta-lactamase inhibition without detergent. AmpC nitrocefin hydrolysis, absorbance 480 nm, 0.0001% Triton. Potency, µM (titrated, usually from 57.1 µM), without a hit: at the top dose activity change, negative = inhibition, hits mostly inhibitors. 330,000 tested, 0.52% active. AID 485341;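 further: potency means the concentration at half of the fitted maximal effect; plate controls were no compound for no effect and no enzyme for full effect; nearly all actives have a fitted effect of over 20% in size; some results filed as inactive show a strong effect at the top dose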
Target sequence (P00811 whole entry, looked up): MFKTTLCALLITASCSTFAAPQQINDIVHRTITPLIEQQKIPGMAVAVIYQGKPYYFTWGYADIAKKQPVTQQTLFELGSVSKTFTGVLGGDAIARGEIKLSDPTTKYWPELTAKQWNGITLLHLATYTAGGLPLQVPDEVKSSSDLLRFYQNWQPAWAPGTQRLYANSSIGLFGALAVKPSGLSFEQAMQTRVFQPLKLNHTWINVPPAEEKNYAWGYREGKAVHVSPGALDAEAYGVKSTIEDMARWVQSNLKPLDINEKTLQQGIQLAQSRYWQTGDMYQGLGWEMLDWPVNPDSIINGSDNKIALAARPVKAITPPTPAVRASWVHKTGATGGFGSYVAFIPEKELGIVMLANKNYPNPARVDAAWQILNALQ
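20 mM phosphate pH 7.0 + 0.01% (detergent screen) or 0.0001% Triton X-100; 5.3 nM AmpC reagent; cpd preinc 15 min RT; nitrocefin (800 uM stock) to start; A480 q20 s × 4 min; Activity was normalised to no-enzyme and no-compound control wells.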
AmpC detergent: inhibitors of E. coli AmpC beta-lactamase with detergent; AmpC hydrolysis of nitrocefin, absorbance 480 nm, 0.01% Triton; AID 485294; 370,000 tested, 0.041% active; Potency, µM (doses to about 114 µM), for inactives: at the highest dose activity change, negative = inhibition, most hits filed as inhibitors; P00811;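 further: potency means the concentration at half of the fitted maximal effect; 0% = no-compound wells and -100% = no-enzyme wells; nearly all actives have a fitted effect of over 25% in size; some results filed as inactive show a strong effect at the top dose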
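AmpC (5.3 nM in the dispensed reagent) in 20 mM phosphate pH 7.0 with 0.01% (detergent screen) or 0.0001% Triton X-100 was preincubated with compounds for 15 min at room temperature. Nitrocefin was then added from an 800 uM solution, and hydrolysis was followed at 480 nm.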
AMA1-RON2 inh: disrupts binding of P. falciparum AMA1 to RON2; AlphaScreen AMA1-biotinylated RON2 peptide binding; Potency, µM (highest dose often 58.2 µM), for inactives: top-dose activity change, negative = inhibition, usual class: inhibitors; 360,000 tested, 0.2% active; AID 720542;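 further: potency means the concentration at half of the fitted maximal effect; 0% = vehicle wells and -100% = peptide control; nearly all actives have a fitted effect of over 45% in size; some results filed as inactive show a strong effect at the top dose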
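AMA1 (3D7) with his tag at 25 nM final met compounds first, then biotinylated RON2 peptide at 25 nM; detection used donor plus acceptor beads, 10 µg/mL apiece, read by AlphaScreen after 30 min at room temperature.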
Shiga toxin inh: inhibitors of Shiga toxin in Vero cells; Vero cells, Shiga toxin protein synthesis inhibition reporter; 290,000 tested, 9.2% active; inhibition, % at 38.7 µM; in the data active means inhibition mostly above about 28%, no sharp cut-off; inactive means mostly below about 43%; further: 0% is about no effect
CHX counter: counter-screen for Shiga toxin inhibitors: cycloheximide protein synthesis inhibition. cell reporter, cycloheximide protein synthesis inhibition counterscreen. max response, %. 300,000 tested, 12% active; in the data active means max response mostly above about 13%, no sharp cut-off; inactive means mostly below about 14%; further: read at 38.3 µM for the half of the compounds with a filed dose; 0% is about no effect
Giardia FBPA inh: inhibitors of Giardia lamblia fructose-1,6-bisphosphate aldolase. AID 2451. purified Giardia FBPA. 290,000 tested, 0.71% active. A8B2U2. Potency, µM (titrated, usually from 59.6 µM), for inactives: at the highest dose activity, negative = inhibition, hits mostly inhibitors; further: potency means the concentration at half of the fitted maximal effect; on the % scale 0 is the no-effect control and ±100 the full control effect; nearly all actives have a fitted effect of over 55% in size
Target sequence (A8B2U2 whole entry, looked up): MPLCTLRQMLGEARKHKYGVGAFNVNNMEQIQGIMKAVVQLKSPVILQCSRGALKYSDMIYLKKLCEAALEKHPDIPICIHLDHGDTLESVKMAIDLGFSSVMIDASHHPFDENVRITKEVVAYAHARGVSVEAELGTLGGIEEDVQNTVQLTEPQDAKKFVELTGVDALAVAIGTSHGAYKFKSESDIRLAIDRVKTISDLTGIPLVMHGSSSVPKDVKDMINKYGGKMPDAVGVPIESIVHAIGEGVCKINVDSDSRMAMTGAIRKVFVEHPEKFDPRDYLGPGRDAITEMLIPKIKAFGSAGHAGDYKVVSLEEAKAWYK
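Giardia FBPA (40 nM reagent) was preincubated 10 min at RT with compound (up to 57.5 uM final), then substrate plus GAPDH/TPI/NAD/arsenate coupling system with diaphorase/resazurin was added; resorufin fluorescence (525/598 nm) was read after 20 min.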
Numbers without * were called inactive; ? = inconclusive; . = not tested or not shown; + = active, no number; & = joins results of further samples; [ ] = remark or other dose. Unless noted, the call rests on the fitted dose curve; in most records, active means well fitted curve in the direction sought with a large enough effect; inconclusive means small, poorly fitted or top-dose-only effect, or another doubt; inactive means no such curve, though single readings can be large; an effect the other way counts as inactive or inconclusive. The order is random; overall some 16% were active at least once.

SMILES	HCMV antiviral	AmpC inh no detg	AmpC detergent	AMA1-RON2 inh	Shiga toxin inh	CHX counter	Giardia FBPA inh
CCCOc1cccc(NC(=O)OC2CCN(C)CC2)c1	5	-40%	5%	4%	10	3	4%
COc1ccc(S(=O)(=O)N(c2onc(C)c2Cl)S(=O)(=O)c2ccc(OC)cc2)cc1	-23	14%	-9%	-25%	-1	1	5%
CCCCN(C(=O)Cn1nnc2ccccc21)C(C(=O)NCCOC)c1ccc(OC)cc1OC (stereo unspecified)	8	64%[activator]	?	-5%	-4	-4	-1%
CCCCC[C@H](O)/C=C/[C@@H]1[C@@H](CCCCCCC(=O)O)[C@@H](O)C[C@H]1O	.	47%	?	2%	-9	-3	3%&4%
COc1cc(-c2nc3ccccn3c2/N=C/c2cccc(OC)c2O)ccc1O	6	-31%	1%	1%	54	23*	?
COc1ccccc1C(CNC(=O)C1COc2ccccc2O1)N1CCCC1 (stereo unspecified)	?	-15%	-13%	-1%	.	.	.
CC1CC(C)CN(C(=O)/C=C/c2ccc(S(=O)(=O)N3CCOCC3)cc2)C1 (stereo unspecified)	-36	61%[activator]	?	6%	.	.	.
COc1ccccc1OCC(=O)Nc1ccc(N2CCOCC2)cc1N1CCOCC1	32	96%[activator]	-1%	5%[11.6 µM]	.	.	.
O=C(CCc1nc(-c2ccc(Cl)cc2)no1)NCc1ccccc1CN1CCOCC1	-8	174%[activator]	6%	-1%	.	.	.
C=CCN1C(=O)C(CC(=O)Nc2ccccc2)N(Cc2ccccn2)C1=S (stereo unspecified)	-34	39%	-14%	-10%	-6	-7	-18%
COc1cccc(-c2nc(N3CC(C)CC(C)C3)c3ccccc3n2)c1O (stereo unspecified)	62	-2%	-9%	?	13	-4	-6%
NC(=O)Cc1ccc(C(=O)c2ccccc2)s1	-15	-48%	3%	-10%	25	6	6%
Cc1cc(Cl)ccc1NC(=O)C1COc2ccccc2O1 (stereo unspecified)	50	-26%	11%	3%	87*	37*	-5%
CC(=O)c1cc(-c2ccc(F)cc2)n(CC(=O)NCc2cccs2)c1C	35	-14%	-2%	8%	-13	-1	-5%
Cc1cccc(CN2CCN(C(=O)CN(C)C(C)C(=O)Nc3ccc(C(N)=O)cc3)CC2)c1 (stereo unspecified)	-6	-4%	?	-9%	.	.	.
CC(=O)Nc1ccc(S(=O)(=O)Nc2nc3ccccc3s2)cc1	42	-16%	-10%	-1%	-24	5	12%
CC1(C)Oc2ccc3ccc(=O)oc3c2C[C@H]1O	47	80%	-5%	4%	3	-2	2%
O=C(CSCc1nc2c(nnn2Cc2ccc(F)cc2)c(=O)[nH]1)Nc1cccc(C(F)(F)F)c1	-4	-20%	-2%	-6%	-14	-3	-8%
CC(=O)Nc1ccc(SCC(=O)OCC(=O)NC(=O)NCc2ccco2)cc1	29	-15%	-6%	-5%	32	2	-6%
Cc1ccc(C(=O)CSc2ncnc3sc4c(c23)CCCC4)cc1	?	-20%	-1%	0%	-12	-4	.

A few values from the list:
CC(=O)c1cc(-c2ccc(F)cc2)n(CC(=O)NCc2cccs2)c1C – AMA1-RON2 inh = 8%
CC(=O)Nc1ccc(S(=O)(=O)Nc2nc3ccccc3s2)cc1 – AMA1-RON2 inh = -1%
Cc1cccc(CN2CCN(C(=O)CN(C)C(C)C(=O)Nc3ccc(C(N)=O)cc3)CC2)c1 (stereo unspecified) – AmpC inh no detg = -4%
CC1(C)Oc2ccc3ccc(=O)oc3c2C[C@H]1O – AmpC detergent = -5%
CC(=O)Nc1ccc(SCC(=O)OCC(=O)NC(=O)NCc2ccco2)cc1 – AmpC inh no detg = -15%
COc1cccc(-c2nc(N3CC(C)CC(C)C3)c3ccccc3n2)c1O (stereo unspecified) – AmpC inh no detg = -2%
NC(=O)Cc1ccc(C(=O)c2ccccc2)s1 – AmpC detergent = 3%

Two compounds picked at random from the list so far, as already listed:
SMILES	HCMV antiviral	AmpC inh no detg	AmpC detergent	AMA1-RON2 inh	Shiga toxin inh	CHX counter	Giardia FBPA inh
CC(=O)Nc1ccc(SCC(=O)OCC(=O)NC(=O)NCc2ccco2)cc1	29	-15%	-6%	-5%	32	2	-6%
COc1cccc(-c2nc(N3CC(C)CC(C)C3)c3ccccc3n2)c1O (stereo unspecified)	62	-2%	-9%	?	13	-4	-6%

Additional compounds.
SMILES	HCMV antiviral	AmpC inh no detg	AmpC detergent	AMA1-RON2 inh	Shiga toxin inh	CHX counter	Giardia FBPA inh
C=CCNC(=O)/C(=C/c1cccc([N+](=O)[O-])c1)NC(=O)c1ccco1	22	-21%	-10%	6%	-4	-3	5%
O=C(c1ccc(COc2ccccc2Cl)o1)N1CCOCC1	3	29%	-15%	-4%	11	-3	2%
CCOC(=O)CC1(NC(=O)C2CCC(=O)N(CCc3ccccc3)C2)CCCCC1 (stereo unspecified)	33	103%[activator]	-13%	-3%	30*	20*	-1%
CC(C)N1CCN(Cc2ccc(OCc3ccccc3)cc2)CC1CCO (stereo unspecified)	?	36%	9%	-22%	-3	12	-3%
COC(=O)c1cc(NC(=O)Cc2ccccc2[N+](=O)[O-])cc(C(=O)OC)c1	-8	-36%	-12%	-11%	-13	5	3%
CCN(c1ccccc1)S(=O)(=O)c1cccc(C(=O)NCC2(N(C)C)CCCCC2)c1	-4	-1%	0%	-10%	.	.	.
O=C(CC(CC(=O)c1ccccc1)C(=O)O)c1ccccc1	?	-25%	-3%	0%	-18	2	23%
Cc1cc(C)c(S(=O)(=O)N2CCC(C(=O)OCc3c(C)noc3C)CC2)c(C)c1	-10	93%[activator]	1%	-1%	.	.	.
Nc1c2c(nc3ccn(-c4ccccc4)c(=O)c13)CCCCC2	-28	-15%	?	-18%	5	-2	0%
CC(NCc1ccc(OCc2ccc(Cl)cc2)cc1)C(O)c1ccccc1 (stereo unspecified)	-28	48%	?	-6%	-4	-2	-8%

Gathered by group, the compounds so far containing a furan ring, fused or not (three)
SMILES	HCMV antiviral	AmpC inh no detg	AmpC detergent	AMA1-RON2 inh	Shiga toxin inh	CHX counter	Giardia FBPA inh
CC(=O)Nc1ccc(SCC(=O)OCC(=O)NC(=O)NCc2ccco2)cc1	29	-15%	-6%	-5%	32	2	-6%
C=CCNC(=O)/C(=C/c1cccc([N+](=O)[O-])c1)NC(=O)c1ccco1	22	-21%	-10%	6%	-4	-3	5%
O=C(c1ccc(COc2ccccc2Cl)o1)N1CCOCC1	3	29%	-15%	-4%	11	-3	2%

(cont.)
SMILES	HCMV antiviral	AmpC inh no detg	AmpC detergent	AMA1-RON2 inh	Shiga toxin inh	CHX counter	Giardia FBPA inh
COc1ccc(S(=O)(=O)N2CCN(Cc3c[nH]c4ccccc34)CC2)cc1	66	0%	0%	-21%	-7	-1	2%
O=C(Nc1ncc(Cc2cc(Cl)ccc2Cl)s1)c1ccc([N+](=O)[O-])cc1	-4	-31%	0%	41%[activator]	-3	-3	6%
O=C(c1cnc2ccc(Cl)cc2c1Cl)N1CCOCC1	-11	-14%	-3%	-2%	-12	-2	-17%
Cc1cs/c(=N\N=C\c2ccc(O)cc2)n1Cc1ccco1	-31	-22%	-12%	-2%	+	21*	-19%
CCCCC[C@@H]1C=C(C(=O)O)[C@H](c2ccc(OC)c(OC)c2)N1S(=O)(=O)c1ccc(C)cc1	-10	8%	.	11%	.	.	.
COc1ccc(NC(=O)CN(C)C(=O)C(NC(=O)c2ccco2)C(C)C)cc1 (stereo unspecified)	1	-3%	?	-4%	.	.	.
Cc1ccc(N2CCCn3c2cc(C)c(C#N)c3=O)cc1C	3	-13%	-12%	-9%	1	-3	-18%
CCn1c(SCC(=O)Nc2ccc(OC)c(OC)c2)nnc1-c1cccs1	5	-10%	?	-5%	-22	-8	-1%
COc1ccccc1-c1c(C)nn2c(C)cc(C)nc12	-39	10µM*	?	1%	-3	-2	2%
CCSc1nc(CC)c2c(c1C#N)CCCC2	7	-30%	-11%	7%[2.32 µM]	-9	-3	13%
Cn1c(=O)[nH]c(=O)c2c1nc(N1CCCC1)n2CCCSc1nc2ccccc2o1	-17	1%	-5%	12%	-9	3	-1%
Cc1ccc(OCCn2cccn2)c(C)c1	-26	9%	0%	4%	22	-2	4%
OC[C@H]1O[C@H](OCc2ccccc2)[C@H](O[C@@H]2OC[C@@H](O)[C@H](O)[C@H]2O)[C@@H](O)[C@@H]1O	32	-9%	?	0%	.	.	.
Cn1c(=O)oc2cc(S(=O)(=O)NCCN3CCN(c4ccccc4)CC3)ccc21	99	-9%	-12%	-4%	-6	-3	4%
CCc1c(C(=O)N/N=C/c2cccs2)nnn1-c1nonc1N	?	-27%	-4%	-2%	45*	23*	0%
Cc1cccc(NC(=O)CCS(=O)(=O)c2ccc3c(c2)oc(=O)n3C)c1	-22	-20%	-12%	4%	-7	-7	.
O=C(NNC(=S)NC1CCCCC1)c1ccccc1Cl	31	-21%	4%	79%[activator]	2	5	5%
COc1ccc(CCN2C(=O)c3[nH]nc(-c4ccccc4O)c3C2c2ccc(C)cc2)cc1OC (stereo unspecified)	?	3%	-13%	28%	2	-5	-10%
CCc1ccc(NP(=O)(Oc2ccccc2F)Oc2ccccc2F)cc1	26	-19%	-15%	-1%	-6	1	2%
Cc1nc(/N=C(\N)Nc2ccccc2)nc2ccccc12	.	-17%	-8%	.	43	16*	-6%
CC(C)OCCCNC(=O)Cn1ccc2cc(S(=O)(=O)N3CCCCCC3)ccc21	-39&2	100%[activator]	-3%&-7%	0%	-4	-4	-1%
O=C(c1ccc(CNS(=O)(=O)c2ccccc2)cc1)N1CCC2(CC1)OCCO2	-16	8%	0%	1%	87	52	-9%
COc1ccccc1N1C(=O)C2ON(c3ccccc3)C(c3ccc(N(C)C)cc3)C2C1=O (stereo unspecified)	.	-14%	5%	.	-11	-8	0%
O=C(N[C@@H](Cc1ccccc1)C(=O)O)c1cccs1	-1	-10%	-5%	28%	18	-1	-18%

Whole records, looked up by structure.
COc1ccccc1N1C(=O)C2ON(c3ccccc3)C(c3ccc(N(C)C)cc3)C2C1=O (stereo unspecified) in the list: HCMV antiviral = .; AmpC inh no detg = -14%; AmpC detergent = 5%; AMA1-RON2 inh = .; Shiga toxin inh = -11; CHX counter = -8; Giardia FBPA inh = 0%
O=C(c1ccc(CNS(=O)(=O)c2ccccc2)cc1)N1CCC2(CC1)OCCO2 in the list: HCMV antiviral = -16; AmpC inh no detg = 8%; AmpC detergent = 0%; AMA1-RON2 inh = 1%; Shiga toxin inh = 87; CHX counter = 52; Giardia FBPA inh = -9%
